# HCMV antiviral = inhibitors of human cytomegalovirus; HFF cells, HCMV-luciferase reporter, 72 h; active compounds read low; activity change, negative = inhibition, % at 57.5 µM; 4.5% of 410,000 active; AID 1259415; in the data active means activity change below about -60%; inconclusive means no clear call, values can overlap the other calls; inactive means above about -39%
#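 Human foreskin fibroblasts infected with luciferase-reporter HCMV at MOI 1 PFU/cell, compounds at two doses. Luciferase measured 72 h post infection; normalized to buffer-only basal and Salinomycin (10uM) controls.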
# HCV inh = inhibitors of hepatitis C virus infection | 3.4% of 340,000 active | Potency, µM (doses to about 41.8 µM), without a hit: top-dose activity change, negative = inhibition, usual class: inhibitors | Huh7.5.1 HCVcc-Cre infection, luciferase reporter, 44 h; further: potency means the concentration at half of the fitted maximal effect
#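 Antiviral activity was scored by luciferase reporter output from cells infected with HCVcc-Cre (~0.5 moi) in presence of compound, 44 h infection period, cells seeded 1,000/well 4 h prior.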
# Sm TGR inh = S. mansoni TGR enzyme inhibition; AID 485364; purified TGR, DTNB reduction, TNB absorbance 405 nm; Potency, µM (series often up to 114 µM), without a hit: at the top dose activity change, negative = inhibition, actives largely listed as inhibitors; Q962Y6; 3% of 360,000 active; further: potency means the concentration at half of the fitted maximal effect; nearly all actives have a fitted effect of over 60% in size
#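 TGR 20 nM + NADPH 100 uM (dispensed conc.), cpd preinc 15 min RT; start with NADPH (500 uM addition) then DTNB (15 mM addition). Kinetic TNB absorbance, 405 nm filter. Four-parameter Hill fit across titration.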
# AmpC detergent = inhibitors of E. coli AmpC beta-lactamase with detergent | P00811 | AmpC hydrolysis of nitrocefin, absorbance 480 nm, 0.01% Triton | Potency, µM (titrated, usually from 114 µM), for the others: at the highest dose activity change, negative = inhibition, hits mostly inhibitors | 0.041% of 370,000 active | AID 485294;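 further: potency means the concentration at half of the fitted maximal effect; 0% = no-compound wells and -100% = no-enzyme wells; nearly all actives have a fitted effect of over 25% in size; some results filed as inactive show a strong effect at the top dose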
# Target sequence (P00811 whole entry, looked up): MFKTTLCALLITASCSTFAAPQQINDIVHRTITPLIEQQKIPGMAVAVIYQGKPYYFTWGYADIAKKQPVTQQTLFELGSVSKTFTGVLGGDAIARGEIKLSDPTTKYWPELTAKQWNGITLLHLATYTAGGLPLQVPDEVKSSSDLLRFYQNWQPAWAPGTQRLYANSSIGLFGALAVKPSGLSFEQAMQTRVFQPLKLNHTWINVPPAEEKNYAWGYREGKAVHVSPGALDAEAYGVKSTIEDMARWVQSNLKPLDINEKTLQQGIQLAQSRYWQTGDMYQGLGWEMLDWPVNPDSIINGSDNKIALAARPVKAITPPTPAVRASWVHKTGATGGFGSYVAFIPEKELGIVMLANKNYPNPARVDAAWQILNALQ
#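 20 mM phosphate pH 7.0 + 0.01% (detergent screen) or 0.0001% Triton X-100; 5.3 nM AmpC reagent; cpd preinc 15 min RT; nitrocefin (800 uM stock) to start; A480 q20 s × 4 min; Activity was normalised to no-enzyme and no-compound control wells.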
# AMA1 RON2 block = AMA1-RON2 (P. falciparum) interaction inhibition; AlphaScreen AMA1-biotinylated RON2 peptide binding; Potency, µM (doses to about 58.2 µM), for inactives: at the highest dose activity change, negative = inhibition, hits mostly inhibitors; 0.2% of 360,000 active; AID 720542;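 further: potency means the concentration at half of the fitted maximal effect; 0% = vehicle wells and -100% = peptide control; nearly all actives have a fitted effect of over 45% in size; some results filed as inactive show a strong effect at the top dose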
#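 AMA1 (3D7) with his tag at 25 nM final met compounds first, then biotinylated RON2 peptide at 25 nM; detection used donor plus acceptor beads, 10 µg/mL apiece, read by AlphaScreen after 30 min at room temperature.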
# FBPA Giardia inh = inhibitors of Giardia lamblia fructose-1,6-bisphosphate aldolase; A8B2U2; purified Giardia FBPA; Potency, µM (series often up to 59.6 µM), inactives show at the top dose activity, negative = inhibition, actives largely listed as inhibitors; 0.71% of 290,000 active; AID 2451; further: potency means the concentration at half of the fitted maximal effect; nearly all actives have a fitted effect of over 55% in size
# Target sequence (A8B2U2 whole entry, looked up): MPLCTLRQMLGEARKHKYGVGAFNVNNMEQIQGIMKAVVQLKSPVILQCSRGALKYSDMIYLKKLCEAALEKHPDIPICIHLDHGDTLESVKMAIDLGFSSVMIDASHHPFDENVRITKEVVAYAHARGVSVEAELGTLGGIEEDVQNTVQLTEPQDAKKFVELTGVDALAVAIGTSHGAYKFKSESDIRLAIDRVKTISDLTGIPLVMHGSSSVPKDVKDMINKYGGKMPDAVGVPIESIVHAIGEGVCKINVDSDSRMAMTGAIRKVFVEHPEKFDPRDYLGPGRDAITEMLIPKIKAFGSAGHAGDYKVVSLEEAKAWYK
#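 40 nM FBPA preincubated 10 min at RT with compound (up to 57.5 uM final), then substrate plus GAPDH/TPI/NAD/arsenate coupling and diaphorase/resazurin added. Fluorescence read after 20 min at RT, 525/598 nm.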
# Active calls of the source: *; ? = inconclusive; . = no result given; [ ] = dose if it differs, or a comment. Unless noted, the call rests on the fitted dose curve; in most records, active means well fitted curve in the direction sought with a large enough effect; inconclusive means small, poorly fitted or top-dose-only effect, or another doubt; inactive means no such curve, though single readings can be large; an effect the other way counts as inactive or inconclusive. Unless noted, on the % scale 0 is the no-effect control and ±100 the full control effect.
1. CC(C)CN(C(=O)CSc1nc2ccccc2o1)c1c(N)n(Cc2ccccc2)c(=O)[nH]c1=O
2. CCOC(=O)C1CCN(C(=O)/C(=C/c2ccccc2)NC(=O)c2ccccc2)CC1
3. NS(=O)(=O)c1ccc(CCNC(=O)C2CCN(S(=O)(=O)c3c(Cl)cccc3Cl)CC2)cc1
4. CC1Cc2ccccc2N1C(=O)Cn1cc([N+](=O)[O-])ccc1=O (stereo not given)
5. Cc1ccc2nc(CSc3nc(C)ccc3C#N)[nH]c2c1
6. O=C(CSc1ccc2ccccc2c1)Nc1nc2ccccc2[nH]1

screen / no. | 1 | 2 | 3 | 4 | 5 | 6
HCMV antiviral | -30 | 10 | -3 | -2 | 144 | -19
HCV inh | -2% | 4% | 14% | ? | ? | -11%
Sm TGR inh | -11% | 9% | -3% | . | -10% | 2%
AmpC detergent | -8% | -8% | 3% | . | -2% | 1%
AMA1 RON2 block | 3% | 17% | 8% | 11% | 16% | 68%[activator]
FBPA Giardia inh | . | 5% | 0% | . | -16% | 8%

7. CCN1CCN(CCNC(=O)c2ccc3c(c2)N(Cc2ccc(F)cc2)C(=O)/C(=C/c2ccccc2)S3)CC1
8. Cc1cc(N2CCC(C(=O)Nc3ccccc3Cl)CC2)n2nc(C)c(-c3ccc(Cl)cc3)c2n1
9. COc1ccc(S(=O)(=O)N(CC(=O)NC2CCCC2)c2ccccc2OC)cc1
10. Cc1cc(C)cc(N(C(=O)c2csnn2)C(C(=O)NC2CCCCC2)c2ccncc2)c1 (stereo not given)
11. CC1=NN(C(N)=S)C(=O)C1N=Nc1ccccc1Cl (stereo not given)
12. CC(C)Cc1nnc(NC(=O)CCC(=O)N2CCN(Cc3ccc(F)cc3)CC2)s1

screen / no. | 7 | 8 | 9 | 10 | 11 | 12
HCMV antiviral | -81* | -2 | -9 | -35 | 8 | -29
HCV inh | ? | . | 9% | 6% | 6% | 22µM*
Sm TGR inh | -5% | -9% | 2% | 24% | -22% | -19%
AmpC detergent | -3% | -5% | 2% | -1% | ? | ?
AMA1 RON2 block | ? | . | 5% | -3% | 69%[activator] | 0%
FBPA Giardia inh | -1% | . | . | . | 16% | 3%

13. O=C(CNC(=O)c1cccs1)c1ccc([N+](=O)[O-])cc1
14. COCc1[nH]nc2c1C(c1ccccc1F)C(C#N)=C(N)O2 (stereo not given)
15. COC(=O)C1=C(C)Nc2ccc(C)cc2S1
16. CC1(NC(=O)Nc2ccccc2)CCS(=O)(=O)C1 (stereo not given)
17. O=C(CCc1cn(Cc2ccc(F)cc2)c2ccccc12)NC1CCCCC1
18. Cc1ccc(CSc2nc3c(c(=O)[nH]2)C(c2cccc(F)c2F)CC(=O)N3)cc1 (stereo not given)

screen / no. | 13 | 14 | 15 | 16 | 17 | 18
HCMV antiviral | 28 | 19 | 14 | 73 | 5 | -24
HCV inh | 9% | -5% | -6% | 24% | . | .
Sm TGR inh | -14% | -1% | 28% | 8% | 3% | -1%
AmpC detergent | -7% | ? | 0% | -9% | -12% | -3%
AMA1 RON2 block | 8%[11.6 µM] | -6% | 6% | 16% | . | .
FBPA Giardia inh | -5% | -8% | ? | 6% | . | .

19. COc1ccc(C2(CNC(=O)CCC(=O)O)CCCC2)cc1OC
20. Brc1ccccc1/C=N/Nc1ccc2ccccc2n1
21. CCCCN(CCCNC(=O)c1ccc2nc(N3CCOCC3)sc2c1)Cc1ccccc1
22. Cc1cc(C(C)(C)C)oc1C(=O)N(CC(=O)NC1CCCC1)c1c(C)cccc1C
23. COc1ccccc1N1CCN(C2CC(=O)N(C)C2=O)CC1 (stereo not given)
24. Cc1ccccc1C(O)c1cccnc1 (stereo not given)

screen / no. | 19 | 20 | 21 | 22 | 23 | 24
HCMV antiviral | 43 | 277 | -29 | -28 | -22 | -61*
HCV inh | 24% | ? | -19% | 10µM* | 11% | 15%
Sm TGR inh | 7% | 0% | 0% | -4% | -19% | -3%
AmpC detergent | 2% | -3% | ? | -7% | -1% | ?
AMA1 RON2 block | 2% | -3% | -14% | -8% | 7% | 9%[2.32 µM]
FBPA Giardia inh | 2% | 1% | -2% | 8% | 6% | -1%

# An excerpt from above, limited to AmpC detergent.
no.	structure	AmpC detergent
14	COCc1[nH]nc2c1C(c1ccccc1F)C(C#N)=C(N)O2 (stereo not given)	?
15	COC(=O)C1=C(C)Nc2ccc(C)cc2S1	0%
16	CC1(NC(=O)Nc2ccccc2)CCS(=O)(=O)C1 (stereo not given)	-9%

# Next section.
25. O=C(CSc1n[nH]c(=O)[nH]c1=O)N1CCCCCC1
26. Cc1ccc(C(=O)CN2C(=O)NC3(CCc4ccccc43)C2=O)c(C)c1 (stereo not given)
27. COc1ccc(S(=O)(=O)N2CCC(NC(=O)c3cccc(F)c3)CC2)cc1
28. CCOc1ccc(N/C=C/C(=O)c2ccc3ccccc3c2)c([N+](=O)[O-])c1
29. O=S(=O)(c1cccc2c(S(=O)(=O)N3CCCC3)cccc12)N1CCCC1
30. COc1ccc(NC(=O)c2ccccc2Cl)cc1NC(=O)CN1CCOCC1

screen / no. | 25 | 26 | 27 | 28 | 29 | 30
HCMV antiviral | -5 | -7 | 21 | . | 5 | -29
HCV inh | 1% | -24% | 4% | -20% | -1% | -15%
Sm TGR inh | -4% | 0% | 2% | -28% | 12% | 3%
AmpC detergent | -12% | ? | -10% | 2% | ? | -12%
AMA1 RON2 block | -5% | -2% | -4% | -1% | -2% | 0%
FBPA Giardia inh | 2% | . | 10% | 10% | 8% | 1%

31. COc1cccc(NC(=O)CCSc2nc(-c3ccco3)cc(C(F)(F)F)n2)c1
32. COc1ccc(C2CC(=O)N3CN(c4ccccc4F)CSC3=C2C#N)cc1OC (stereo not given)
33. O=C(CSc1nncc2ccccc12)N1CCOCC1
34. CN1CCN(S(=O)(=O)c2ccc(NC(=S)NC(=O)C3CCC3)cc2)CC1
35. CCN(CC)S(=O)(=O)c1ccc(OCCNS(C)(=O)=O)cc1
36. CCn1cc(C(=O)O)c(=O)c2cc(F)c(N3CCN(C(=S)NC(=O)c4ccccc4Br)CC3)cc21

screen / no. | 31 | 32 | 33 | 34 | 35 | 36
HCMV antiviral | -17 | -5 | -12 | 2 | -5 | ?
HCV inh | . | 14% | 10% | -7% | 10% | 19%
Sm TGR inh | -1% | ? | ? | -24% | 5% | 0%
AmpC detergent | 2% | ? | -2% | ? | ? | ?
AMA1 RON2 block | . | 22% | -6% | -10%[2.32 µM] | 33%[activator] | 97%[activator]
FBPA Giardia inh | . | 2.8µM* | -3% | 4% | 5% | 5%

37. CCOC(=O)c1cnc2cc(C(F)(F)F)ccc2c1Nc1cc(C)ccc1OC
38. O=C(Nc1cc(Sc2ccccn2)cc([N+](=O)[O-])c1)c1cccc(F)c1
39. COc1ccc(C(=O)N/C(=C/c2cccs2)C(=O)NCCCn2ccnc2)cc1OC
40. COC(=O)[C@H](CCSC)NC(=O)NCc1ccc(S(N)(=O)=O)cc1
41. N#CCCN1C(=O)C2(OCCO2)c2ccccc21
42. Cc1cc(C(=O)Nc2ccc3c(c2)OCO3)cs1

screen / no. | 37 | 38 | 39 | 40 | 41 | 42
HCMV antiviral | 15 | -67* | 11 | -17 | -24 | 144
HCV inh | . | ? | 7% | 14% | 12% | -8%
Sm TGR inh | 2% | 7% | -29% | 0% | 10% | 5%
AmpC detergent | -2% | 0% | -17% | -14% | -11% | ?
AMA1 RON2 block | . | -7% | -8% | -6% | -6% | -18%
FBPA Giardia inh | . | -13% | 0% | 5% | -5% | -25%

43. CC(C)Cn1c(N)c(C(=O)CSc2ncnc3sc4c(c23)CCCC4)c(=O)n(C)c1=O
44. Cc1ccc2c(CSc3nnc4ccccn34)cc(=O)oc2c1C
45. CCCN1CCC(=O)N([C@H](CSc2ccccc2)Cc2ccccc2)CC1
46. Cc1ccc2c(c1)C(c1ccncc1)=NNC(c1cccnc1)=N2
47. Cc1cccc(NC(=O)CSc2ccc(-c3ccco3)nn2)c1
48. COc1ccc(S(=O)(=O)N2CCC(Oc3ccc(-n4cnnn4)cc3)CC2)cc1OC

screen / no. | 43 | 44 | 45 | 46 | 47 | 48
HCMV antiviral | 14 | 41 | 19 | -7 | -26 | -64*
HCV inh | ? | 10% | -10% | 9% | ? | .
Sm TGR inh | -17% | -14% | -28% | 0% | 20µM* | 0%
AmpC detergent | ? | -11% | -13% | 4% | ? | 2%
AMA1 RON2 block | 13% | -9% | 0% | 3% | -15% | .
FBPA Giardia inh | -3% | 4% | -7% | 5% | -10% | .

# One compound at a time, as listed above. Order of screens: HCMV antiviral	HCV inh	Sm TGR inh	AmpC detergent	AMA1 RON2 block	FBPA Giardia inh
# Cc1cccc(NC(=O)CSc2ccc(-c3ccco3)nn2)c1 in the list: -26	?	20µM*	?	-15%	-10%
# Cc1ccc2c(c1)C(c1ccncc1)=NNC(c1cccnc1)=N2 in the list: -7	9%	0%	4%	3%	5%
# CC(C)Cn1c(N)c(C(=O)CSc2ncnc3sc4c(c23)CCCC4)c(=O)n(C)c1=O in the list: 14	?	-17%	?	13%	-3%
# CCCN1CCC(=O)N([C@H](CSc2ccccc2)Cc2ccccc2)CC1 in the list: 19	-10%	-28%	-13%	0%	-7%
# Cc1ccc2c(CSc3nnc4ccccn34)cc(=O)oc2c1C in the list: 41	10%	-14%	-11%	-9%	4%

# (further entries)
49. COc1cccc(NC(=O)Nc2ccccc2Br)c1
50. CCOC(=O)c1c(=O)n(O)c2ccc(C)cc2[n+]1[O-]
51. COc1ccc(-c2nn(-c3ccccc3)cc2C=O)cc1[N+](=O)[O-]
52. CC1CN(C(=O)COC(=O)c2ccc3ncsc3c2)CC(C)O1 (stereo not given)
53. O=C(c1ccccc1C(F)(F)F)N1CCN(S(=O)(=O)c2ccccc2)CC1
54. Cc1cc(C(=O)c2ccc(Cl)cc2)c(NC(=O)CCl)s1

screen / no. | 49 | 50 | 51 | 52 | 53 | 54
HCMV antiviral | -22 | -22 | -9 | ? | -9 | -23
HCV inh | 8% | -3% | ? | 22% | 2% | ?
Sm TGR inh | 35% | -28% | 9% | . | 0% | -30%
AmpC detergent | 5% | -13% | ? | . | ? | -3%
AMA1 RON2 block | 13% | -5% | 8% | -2% | -4% | 13%[2.32 µM]
FBPA Giardia inh | 13% | -1% | -1% | . | 7% | 3%

55. COc1ccc(S(=O)(=O)Nc2cc(C(C)C)c(O)cc2C)cc1
56. CCOC(=O)c1ccc(NC(=O)Nn2cnnc2)cc1
57. COc1ccccc1CN1CCCC(C(=O)N2CCCCC2)C1 (stereo not given)
58. CC(=O)Nc1cccc(N(C)C)c1
59. Cc1ccc(CN2CCN(Cc3ccc4c(c3)OCCO4)CC2CCO)cc1 (stereo not given)
60. Cc1cccc(NC(=S)/N=C(\N)Nc2nc(C)c3ccccc3n2)c1

screen / no. | 55 | 56 | 57 | 58 | 59 | 60
HCMV antiviral | -39 | -11 | 14 | 30 | 13 | ?
HCV inh | ? | 27% | -6% | 5% | 19% | 4µM*
Sm TGR inh | -16% | -13% | 8% | -1% | 4% | 6%
AmpC detergent | -14% | -10% | 0% | -7% | 4% | 0%
AMA1 RON2 block | -1% | -10% | 7% | 3% | 22% | 65%[activator]
FBPA Giardia inh | 3% | 4% | ? | ? | 6% | 11%

# Screening data: PubChem BioAssay, National Center for Advancing Translational Sciences (NCATS)
